# SKKanGAS inh – S. pyogenes SKKanGAS growth inhibitors in kanamycin, primary screen, streptokinase expression inhibitor project, SKKanGAS strain, BacTiter-Glo luminescence | inhibition, % at 7.5 µM | 300,000 compounds, 1.3% hits | 6 h;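 active = mean replicate score, as percent of positive control median, at least 50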;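 note: strain carries kanamycin resistance gene driven by streptokinase promoter and grows in 40 µg/ml kanamycin; loss of luminescence reflects streptokinase promoter inhibition or plain growth inhibition; 0% = median of DMSO wells and 100% = positive control at its reference dose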
# Platelet DG rel – inhibitors of platelet dense granule secretion, primary screen, cell-based, MLPCN, human platelets. human platelet-rich plasma, SFLLRN dense granule ATP release, luminescence. inhibition, %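 (compounds screened at 7.5 µM in platelet-rich plasma)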. 300,000 compounds, 0.22% hits;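 active = mean replicate score, as percent of positive control, at or above 50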
# MrgX1 PAM – positive allosteric modulators of MrgX1, primary screen, HEK293 cells, Fluo-4 calcium flux; Mas-related G-protein coupled receptor member X1 (Homo sapiens), Q96LB2; B-score at 10 µM; FDSS; hits give high values; 310,000 compounds, 0.63% hits;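 active = plate-corrected calcium response at least 3 library SD above typical, normal starting fluorescence, not activating the receptor alone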;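 note: compound read alongside a low EC10 to EC30 dose of BAM8-22 agonist; peak minus trough fluorescence over baseline measured at the second addition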
# Target sequence (Q96LB2 whole entry, looked up): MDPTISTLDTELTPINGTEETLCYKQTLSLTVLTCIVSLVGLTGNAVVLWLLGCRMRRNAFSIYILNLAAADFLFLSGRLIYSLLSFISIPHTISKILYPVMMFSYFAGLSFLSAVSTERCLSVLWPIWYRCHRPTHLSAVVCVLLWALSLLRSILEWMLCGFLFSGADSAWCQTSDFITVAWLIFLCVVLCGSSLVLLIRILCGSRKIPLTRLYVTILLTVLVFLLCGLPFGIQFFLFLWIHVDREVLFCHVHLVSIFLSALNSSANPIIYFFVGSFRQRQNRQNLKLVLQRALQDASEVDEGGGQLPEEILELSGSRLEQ
# RGS4 act – RGS4 potentiators or activators, primary screen, cell-based, HEK293 M3R inducible RGS4, calcium flux; B-score at 10 µM; carbachol calcium flux Fluo4; hits give low values; 310,000 compounds, 0.92% hits; AID 463111, 2010;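 active = B-score of the integrated calcium signal more than 4 SD below the library mean, with starting fluorescence not abnormally high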;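 note: negative B-score means reduced calcium response which marks RGS4 activation or potentiation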
#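 System: HEK293 FlpIn-TREx cells, stable M3R, doxycycline-inducible RGS4. Timing: overnight RGS4 induction, 30 min dye load 37 °C, 20 min compound RT. Also added: carbachol, ECmax concentration. Measured by: Fluo4 fluorescence kinetic imaging of calcium. Evaluation: integrated calcium ratio converted to B score.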
# MrgX1 antag – antagonists of human MrgX1 receptor, primary screen, HEK293 cells, Fluo-4 calcium flux; Mas-related G-protein coupled receptor member X1 (Homo sapiens), Q96LB2; BAM8-22 antagonism; hits give low values; B-score at 10 µM; 310,000 compounds, 1.3% hits;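 active = calcium-response B-score plate-corrected more than 3 library SD below zero, starting fluorescence within 5 deviations, no agonist response on first addition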;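 note: peak minus trough fluorescence over baseline after final BAM8-22 challenge near maximal dose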
# MrgX1 ag – agonists of human MrgX1 receptor, primary screen, HEK293 cells, Fluo-4 calcium flux; B-score at 10 µM; Mas-related G-protein coupled receptor member X1 (Homo sapiens), Q96LB2; 310,000 compounds, 0.44% hits; Fluo-4 calcium fluorescence, agonist mode; hits give high values;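 active = calcium response B-score plate-corrected fluorescence ratio at least 3 library SD, with starting fluorescence B-score inside 5 SD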
#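 Assay system: MrgX1-expressing HEK293 cells / Amount: fifteen thousand cells per well / Doses: test compound in the initial addition of three / Timing: cells plated overnight, dye loaded 0.5 h 37 °C, 0.5 h room temperature / Technique: kinetic calcium dye fluorescence, Fluo-4 NW / Control set: positive and negative controls per plate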
# TRPC6 inh – mouse TRPC6 channel inhibitors, primary screen, cell-based, HEK293, membrane potential dye | Short transient receptor potential channel 6 (Mus musculus), Q61143 | ACh-evoked depolarization; hits give low values | 310,000 compounds, 1.1% hits | B-score at 10 µM | AID 2553, 2010;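 active = B-score under library mean minus 3 SD, initial fluorescence not abnormally high, positive integrated signal ratio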;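 note: B-score derived from integrated fluorescence ratio over the kinetic read; more negative B-score means stronger inhibition of depolarization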
# RGS4 inh – RGS4 inhibitors, primary screen, cell-based, HEK293 M3R inducible RGS4, calcium flux; Regulator of G-protein signaling 4 (Homo sapiens), P49798; Fluo-4 calcium flux; hits give high values; triggered by carbachol at its EC20; B-score at 10 µM; 310,000 compounds, 0.45% hits; AID 463165, 2010;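 active = B-score, a plate-corrected calcium signal, over three deviations above library mean, with baseline fluorescence within five deviations of library mean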;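 note: RGS4 expression induced by doxycycline in cells with stable M3 receptor; B-score is computed from the integrated fluorescence ratio over baseline after carbachol; higher B-score means a larger calcium signal and so more RGS4 inhibition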
# Target sequence (P49798 whole entry, looked up): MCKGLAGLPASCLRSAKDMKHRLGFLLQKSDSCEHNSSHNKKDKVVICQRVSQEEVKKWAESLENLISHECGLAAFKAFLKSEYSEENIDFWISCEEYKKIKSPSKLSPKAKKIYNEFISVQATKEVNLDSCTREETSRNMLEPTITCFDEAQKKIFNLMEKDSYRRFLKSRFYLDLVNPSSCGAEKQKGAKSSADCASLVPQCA
# HIF act – HIF pathway transcriptional activators, primary screen, cell-based, U2OS HRE-luciferase, luminescence. U2OS HRE-luciferase reporter; normalized: DMSO 0%, desferrioxamine 100%. activation, % at 7.5 µM (by protocol). 300,000 compounds, 0.32% hits. AID 1910, 2009;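 active = mean activation of at least 10% of the iron chelator positive control signal, with at least half of replicates also reaching 10%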
# TRPC4 block – inhibitors of mouse TRPC4 channel, primary screen, Fluo4 calcium, HEK293 TRPC4beta/mu-opioid cells | DAMGO-evoked Fluo4 calcium flux; hits give low values | B-score at 10 µM | Short transient receptor potential channel 4 (Mus musculus), Q9QUQ5 | 300,000 compounds, 0.39% hits;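 active = B-score over 3 SD under the library average, no early fluorescence shift, positive overall ratio signal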
#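 Assay system: HEK293 cells with stable TRPC4beta plus mu-opioid receptor expression. Dosing: single dose. Measured by: Fluo4 Ca2+ flux fluorescence. Also added: DAMGO in two steps, submaximal then maximal. Read-out: B score from integrated Fluo4 fluorescence ratio.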
# TRPC6 act – mouse TRPC6 channel activators, primary screen, cell-based, HEK293, membrane potential dye; Short transient receptor potential channel 6 (Mus musculus), Q61143; HEK293-TRPC6 membrane potential dye fluorescence; hits give high values; 310,000 compounds, 0.13% hits; B-score at 10 µM; AID 2550, 2010;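 active = B-score of the integrated fluorescence ratio above library mean plus 3 SD, and starting fluorescence ratio within library mean plus 5 SD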;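 note: higher score means more depolarization so channel activation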
# * = called active by the depositor; i = inactive; · = not tested or not shown; & = joins results of further samples.
SMILES,SKKanGAS inh,Platelet DG rel,MrgX1 PAM,RGS4 act,MrgX1 antag,MrgX1 ag,TRPC6 inh,RGS4 inh,HIF act,TRPC4 block,TRPC6 act
COc1cccc(NC(=O)C2CCN(S(=O)(=O)c3ccc4c(c3)OCCO4)CC2)c1,3,-4,i,i,i,i,i,i,-0.4,i,i
CCN1CCN(c2ccc([N+](=O)[O-])c(Sc3nc4ccccc4[nH]3)c2)CC1,1,-10,i,i,i,i,-5.4*,i,-0.9,i,i
CCC(C)(C)NC(=O)C(c1ccco1)N(C(=O)Cn1nnc2ccccc21)c1ccc2c(c1)OCO2 (centres undefined),-1,-1,8.9*,i,i,i,i,i,0.0,i,i
CC1CCN(CCCNC(=O)c2cc3c(s2)-c2ccccc2OC3)CC1,-10,1,i,i,i,i,i,i,-0.5,i,i
O=C(COc1ccc(S(=O)(=O)N2CCOCC2)cc1)Nc1ccccc1C(F)(F)F,-3,1,i,i,i,i,i,i,0.1,i,i
CCn1c(CC(=O)Nc2ccc(C)cc2)nnc1SCC(=O)N1CCN(c2ccccc2)CC1,-7,-2,i,i,i,i,i,i,0.0,i,i
C=CCn1c(-c2cc(-c3ccccc3)sc2N)n[nH]c1=S,-11,-1,i,i,i,i,i,i,0.6,i,i
O=C(O)CSc1nc2c(c(C(F)(F)F)n1)CCCC2,-12&-1,-5&-12,i,i,i,i,i,i,-3.6&0.3,i,i
Cc1cccc(C(=O)N2CCCC(Nc3ccc(C)c(C)c3)C2)n1 (centres undefined),-4,6,i,i,i,i,i,i,0.0,i,i
Cc1cc(C(=O)COC(=O)CN(C)S(=O)(=O)c2ccc(Cl)cc2)c(C)n1CC1CCCO1 (centres undefined),1,2,i,i,i,i,i,i,2.1,i,i
COc1cccc(NC(=O)C(c2ccccc2)N2CCCC2)c1 (centres undefined),5,-3,i,i,i,i,i,i,-0.3,i,i
O=C(NC1CCc2ccccc21)c1cc(COc2ccc(F)cc2F)on1 (centres undefined),0,-5,i,i,i,i,i,i,0.1,i,i
CCOC(=O)C1(Cc2cccc(OC)c2)CCCN(C(=O)CNC(C)=O)C1 (centres undefined),0,-3,i,i,i,i,i,i,2.6,i,i
CCOC(=O)C1(CCOc2ccccc2)CCN(CC2CC2)CC1,-6,1,i,i,i,i,i,i,-0.2,i,i
O=C(NCCNC(=O)c1ccccn1)c1cccc(F)c1,1,2,i,i,i,i,i,i,0.4,i,i
CCOC(=O)C(CC(=O)Nc1nc(C(C)=O)c(C)s1)C(C)c1ccccc1 (centres undefined),6,4,i,i,i,i,i,i,-0.2,i,i
Cc1ccc(Cl)c(NC(=O)CN(C)CC(=O)Nc2ccc(F)c(F)c2F)c1Cl,-6,13,i,i,i,i,i,i,-1.1,i,i
O=[N+]([O-])c1ccc(CSc2nnc(SCc3ccc(Cl)cc3)s2)cc1,34,-6,i,i,i,i,i,i,0.2,i,i
O=C(Nc1ccccc1N1CCOCC1)c1ccc(N2CCOCC2)c([N+](=O)[O-])c1,6,15,i,i,i,i,i,i,-0.2,i,i
COCCNC(=S)N/N=C/c1ccc(N2CCOCC2)cc1,-12,3,i,i,i,i,i,i,0.5,i,i
O=C(c1nnsc1S(=O)(=O)c1ccc(Cl)cc1)N1CCOCC1,-1,-1,·,i,·,·,i,i,-2.3,i,i
CC1(C)CC(=O)C2=C(C1)NC(SCC(N)=O)=C(C#N)C21CCCCC1,0,4,i,i,i,i,i,i,-0.3,i,i
N#C/C(=C/c1ccc(N2CCCCCC2)o1)c1cccc(F)c1,-4,9,i,i,i,i,i,i,-0.6,i,i
N/C(CSc1ccccn1)=N\OCc1c(Cl)cccc1Cl,3,7,i,i,i,i,i,i,0.9,i,i
COc1ccc(NC(=O)CSc2nnc(-c3cc(C)[nH]n3)n2N)cc1OC,6,-2,i,i,i,i,i,i,-0.2,i,i
# Going on with the list.
SMILES,SKKanGAS inh,Platelet DG rel,MrgX1 PAM,RGS4 act,MrgX1 antag,MrgX1 ag,TRPC6 inh,RGS4 inh,HIF act,TRPC4 block,TRPC6 act
C=C(C)CNC(=S)Nc1ccc(S(=O)(=O)Nc2cnc3ccccc3n2)cc1,5,7,i,i,i,i,i,i,-0.1,i,i
Cn1c(=O)c2nc(-c3ccc(Cl)cc3Cl)oc2c2ccccc21,1,1,i,i,i,i,i,i,0.2,i,i
CCn1c(SCC(=O)NCC2CCCO2)nnc1-c1ccccc1 (centres undefined),1,-1,i,i,i,i,i,i,0.0,i,i
COCCn1nnnc1C(c1cc2c(C)cc(C)cc2[nH]c1=O)N1CCCCCC1 (centres undefined),4,-10,i,i,i,i,i,i,-0.3,i,i
Cc1ccc(NC(=O)CSc2nnc(CNC(=O)c3ccco3)o2)cc1Cl,-4,6,i,i,i,i,i,i,-0.7,i,i
CCOC(=O)Cc1csc(NC(=O)CSc2nnc3ccccn23)n1,-11,-7,i,i,i,i,i,i,0.2,i,i
COC(=O)c1cc(C(=O)NCCCN2CCOCC2)cc([N+](=O)[O-])c1,-12,-8,i,i,i,i,i,i,0.2,i,i
COc1ccc(NC(=O)C2CCCN(S(=O)(=O)c3c(C)n[nH]c3C)C2)cc1 (centres undefined),1,2,i,i,i,i,i,i,-0.9,i,i
CC(C)(C)C1CCC(=NNc2ccc(S(N)(=O)=O)cc2[N+](=O)[O-])CC1 (centres undefined),5,7,i,i,i,i,i,i,-0.4,i,i
COc1ccccc1NC(=O)CSc1nnc(CC(=O)Nc2ccccc2)n1C,-2,-2,i,i,i,i,i,i,0.1,i,i
O=C(O)c1cccc(S(=O)(=O)Nc2ccc(OCc3ccccc3)cc2)c1,12,3,i,i,i,i,i,i,-2.4,i,i
O=C(COc1ccc2c(-c3ccccc3)cc(=O)oc2c1)NCc1cccs1,-4,26,i,i,i,i,i,i,-0.6,i,i
Cc1cc(=O)[nH]c(SCc2cccc3ccccc23)n1,2,10,i,i,i,i,i,i,-0.7,i,i
O=[N+]([O-])c1ccccc1/C=N/n1c(C(F)(F)F)n[nH]c1=S,-11,17,i,i,i,i,i,i,3.9,i,i
CC(=O)N/C(=N\OCc1ccc(Br)cc1)c1nonc1NC(C)=O,-1,-3,i,i,i,i,i,i,0.3,i,i
CCc1nc2oc3cc(OC)ccc3c(=O)c2c(=O)n1-c1ccccc1,·,7,i,i,i,i,i,i,1.2,i,i
CCCCCn1c(N2CCN(Cc3ccccc3)CC2)nc2c1c(=O)[nH]c(=O)n2C,3,-7,i,i,i,i,i,i,-0.1,i,i
CCCCS(=O)c1c(O)c2ccccc2[nH]c1=O (centres undefined),-6,-13,i,i,i,i,i,i,0.1,i,i
O=C(c1ccccc1)c1coc2c1C(=O)c1ccccc1C2=O,13,0,i,i,i,i,i,i,1.5,i,i
O=C(O)c1sc2cccc(Cl)c2c1Cl,-9,0,i,i,i,i,i,i,0.0,i,i
CC1(C(=O)N/N=C/c2ccccc2)CC1(Br)Br (centres undefined),2,2,i,i,i,i,i,i,0.2,i,i
COc1ccc2[nH]c(=O)c(CN(c3ccccc3OC)S(=O)(=O)c3ccccc3)cc2c1,-1,0,i,i,i,i,i,i,0.0,i,i
Cc1c(OCC(F)(F)F)ccnc1CSc1nc2ccccc2[nH]1,10,0,i,i,i,i,i,i,5.1,i,i
Oc1ccc2[nH]ccc2c1,-1,-3,i,i,i,i,i,i,-0.2,i,i
O=C(Cc1ccccc1)Nc1cccnc1,-14,1,i,i,i,i,i,i,0.1,i,i
# Further records:
SMILES,SKKanGAS inh,Platelet DG rel,MrgX1 PAM,RGS4 act,MrgX1 antag,MrgX1 ag,TRPC6 inh,RGS4 inh,HIF act,TRPC4 block,TRPC6 act
O=C(O)/C=C/c1ccccc1[N+](=O)[O-],9,-4,i,i,i,i,i,i,-0.4,i,i
CCOc1cc(/C=C2\C(=O)N(Cc3ccc(C)cc3)C(C)=C2C(=O)OC)ccc1O,3,8,i,i,i,i,i,i,-0.1,i,i
O=c1c(=O)n2c(nn1Cc1ccc(F)cc1)sc1ccccc12,-1,-13,i,i,i,i,i,i,-0.1,i,i
CN(CC(=O)Nc1ccc(F)cc1)C(=O)COC(=O)Cc1cccs1,-10,-20,i,i,i,i,i,i,-0.8,i,i
Cc1ccc(NC(=O)CCl)c(C)c1,-1,-11,i,i,i,i,i,i,-30,i,i
O=C1C2CSCN2C(=O)CN1CCCN1CCN(C(c2ccccc2)c2ccccc2)CC1 (centres undefined),-2,-5,i,-8*,i,i,-5.3*,i,-0.1,i,i
CC1CCN(S(=O)(=O)c2ccc(N/N=C(/C#N)C(N)=O)cc2)CC1,-22,-32,i,i,i,i,i,i,-0.2,i,i
Cc1ccc(C)c(S(=O)(=O)N2CCN(CC(=O)Nc3ccc4c(c3)CCC4)CC2)c1,7,-4,i,i,i,i,i,i,-0.5,i,i
CC(=O)N1CCN(C(=O)COC(=O)CNC(=O)c2ccccc2C)CC1,0,4,i,i,i,i,i,i,-10,i,i
CC(C)CN(CCCNC(=O)CN1C(=O)COc2ccc(S(=O)(=O)N3CCOCC3)cc21)CC(C)C,-6,1,i,i,i,i,i,i,-0.1,i,i
O=C(COC(=O)Cc1cccs1)Nc1ccccc1Cl,0,12,i,i,i,i,i,i,0.0,i,i
COc1cc(C(=O)/C=C/c2cccnc2)c([N+](=O)[O-])cc1OC,9,1,i,i,i,i,i,i,-0.2,i,i
CC(C)Oc1ccc(C(=O)NC2=NCCS2)cc1,-3,2,i,i,i,i,i,i,-1.1,i,i
O=C(NCc1ccccc1)Nc1cccc2ccccc12,-1,0,i,i,i,i,i,i,0.8,i,i
CC(C)CN(C(=O)COC(=O)c1ccccc1SCC(=O)NC1CCCCCC1)C1CCS(=O)(=O)C1 (centres undefined),4,-4,i,i,i,i,i,i,0.2,i,i
COC(=O)C1CCN(C(=O)C2CCN(C(=O)[C@H](C)NS(=O)(=O)c3ccc(C)cc3)CC2)CC1,-1,3,i,i,i,i,i,i,0.1,i,i

# From PubChem BioAssay
